FUS yeast rescue: rescues growth of FUS-expressing yeast | S. cerevisiae FUS-expressing, growth rescue, OD600, 24 h | Potency, µM (titrated, usually from 76.6 µM), for inactives: at the top dose growth rescue (activation), actives largely listed as activators | hit rate 0.24% among 390,000 | AID 1347120;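 also: potency is read from the fitted curve at half-maximal effect; plate controls were DMSO vehicle for no effect and reference control for full effect; nearly all actives have a fitted effect of over 55% in size; some results filed as inactive show a strong effect at the top dose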
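Galactose (2%) drives FUS expression in yeast precultured in raffinose; seeding density OD 0.005. Test compounds incubated 24hr at 30C and 99% humidity before absorbance at 600 nm was measured.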
D3 antag: D3 dopamine receptor (human) antagonism | P35462 | D3R cells, DiscoveRx beta-arrestin luminescence, antagonist mode; stronger effect = lower value | max response, negative = inhibition, % | hit rate 2.5% among 360,000 | AID 652054; in the data active = max response below about -50%; inconclusive = no clear call, values can overlap the other calls; also: % is scaled to controls: 0 for no effect and ±100 for the full control effect; mostly tested at two doses, the higher about 12 µM
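Cells expressing the human receptor were seeded at 1500 cells/well, incubated overnight at 37 degrees C in 5% CO2, then exposed to library compounds with dopamine controls for 90 minutes at 37 degrees C before luminescent detection.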
pAkt inh: blocks phosphorylation of Akt; Neuro2A IGF-stimulated pAkt S473 HTRF, 20 min; stronger effect = lower value; activity change, % for hits at 50 µM; hit rate 0.32% among 360,000; in the data active = activity change below about -80%; inconclusive = mostly about -51% to -80%; also: % is scaled to controls: 0 for no effect and ±100 for the full control effect
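Neuro2A cells (4,500/well, DMEM with 0.5% FBS) were treated with compound at a single 50 µM final concentration, stimulated with 6 nM IGF for 20 min at 37 °C, and lysed. Phospho-Akt Ser473 was read by HTRF as 665/615 ratio ×10^4.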
aSyn rescue: alpha-synuclein toxicity inhibition in yeast. hit rate 0.14% among 370,000. Yeast expressing alpha-synuclein, growth rescue, BacTiter-Glo, 24 h. Potency, µM (highest dose often 46.1 µM), without a hit: top-dose growth rescue (activation), hits mostly activators; also: potency is read from the fitted curve at half-maximal effect; % of control where 0% means no effect; nearly all actives have a fitted effect of over 65% in size
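Screening used galactose-induced yeast with toxic alpha-synuclein levels, exposed to compound for 24 hr at 30 deg C. Cell growth, read with BacTiter-Glo luminescence, gave the measured signal.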
GLP1R inv ag: acts as inverse agonist at human GLP-1 receptor | P43220 | HEK293 GLP-1R CRE-luciferase, luminescence, 24 h; GLP-1R form is constitutively active | Potency, µM (highest dose often 38.3 µM), inactives show top-dose activity change, negative = inhibition, usual class: inhibitors | hit rate 1.6% among 410,000; also: potency is read from the fitted curve at half-maximal effect; % is scaled to controls: 0 for no effect and ±100 for the full control effect; nearly all actives have a fitted effect of over 55% in size
Target sequence (P43220 whole entry, looked up): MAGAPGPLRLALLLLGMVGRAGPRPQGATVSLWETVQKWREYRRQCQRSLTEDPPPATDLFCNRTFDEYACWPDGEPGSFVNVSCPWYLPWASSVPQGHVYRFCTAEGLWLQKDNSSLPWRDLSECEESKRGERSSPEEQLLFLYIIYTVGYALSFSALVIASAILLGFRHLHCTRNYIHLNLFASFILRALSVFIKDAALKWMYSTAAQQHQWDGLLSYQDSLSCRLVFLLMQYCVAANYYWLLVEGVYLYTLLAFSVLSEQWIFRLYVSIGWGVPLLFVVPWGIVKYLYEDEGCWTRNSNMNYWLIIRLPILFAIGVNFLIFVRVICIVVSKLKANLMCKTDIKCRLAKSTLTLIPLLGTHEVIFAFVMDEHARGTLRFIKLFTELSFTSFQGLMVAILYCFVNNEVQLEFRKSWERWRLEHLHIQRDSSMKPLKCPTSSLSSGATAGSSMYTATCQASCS
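Luminescence readout: a drop in cAMP-driven luciferase signal flags inverse agonism at a constitutively active GLP-1R stably expressed in HEK293. Compound exposure lasted 24 hr at 37 deg C, 5% CO2.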
Abeta yeast res: restores growth of yeast expressing A-beta42 peptide | yeast expressing A-beta42, growth rescue, OD600, 48 h; response scale: 0% DMSO, 100% iron-clioquinol control | Potency, µM (titrated, usually from 46.1 µM), for inactives: top-dose growth rescue, actives largely listed as activators | hit rate 0.063% among 410,000 | AID 1347071; also: potency is read from the fitted curve at half-maximal effect; nearly all actives have a fitted effect of over 55% in size
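Growth rescue measured by 600 nm absorbance after 48 h yeast culture at 30 C with compound. Values normalized between DMSO and an equimolar ferric chloride plus clioquinol control.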
TDP-43 yeast inh: TDP-43 toxicity inhibition in yeast | TDP-43 expressing yeast growth rescue, BacTiter-Glo, 24 h | Potency, µM (series often up to 46.1 µM), for inactives: at the top dose growth rescue (activation), actives largely listed as activators | hit rate 1.8% among 410,000; also: potency is read from the fitted curve at half-maximal effect; % of control where 0% means no effect; nearly all actives have a fitted effect of over 50% in size
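In this qHTS, compounds that restore growth of yeast expressing TDP-43 appear as activators. Cells (OD600=0.02, galactose medium, raffinose-pregrown) are incubated with compound 24 hr at 30 deg C and growth is quantified by BacTiter-Glo.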
PTHR1 agonist: activates the human parathyroid hormone receptor PTHR1; hit rate 0.075% among 410,000; Q03431; Potency, µM (titrated, usually from 115 µM), for the others: at the top dose activation, hits mostly activators; HEK293 GP2 PTHR1 cells, GloSensor cAMP luminescence, 1 h; also: potency is read from the fitted curve at half-maximal effect; nearly all actives have a fitted effect of over 55% in size; some results filed as inactive show a strong effect at the top dose; inactives centre near -15; many of its hits are not listed in these tables
Target sequence (Q03431 whole entry, looked up): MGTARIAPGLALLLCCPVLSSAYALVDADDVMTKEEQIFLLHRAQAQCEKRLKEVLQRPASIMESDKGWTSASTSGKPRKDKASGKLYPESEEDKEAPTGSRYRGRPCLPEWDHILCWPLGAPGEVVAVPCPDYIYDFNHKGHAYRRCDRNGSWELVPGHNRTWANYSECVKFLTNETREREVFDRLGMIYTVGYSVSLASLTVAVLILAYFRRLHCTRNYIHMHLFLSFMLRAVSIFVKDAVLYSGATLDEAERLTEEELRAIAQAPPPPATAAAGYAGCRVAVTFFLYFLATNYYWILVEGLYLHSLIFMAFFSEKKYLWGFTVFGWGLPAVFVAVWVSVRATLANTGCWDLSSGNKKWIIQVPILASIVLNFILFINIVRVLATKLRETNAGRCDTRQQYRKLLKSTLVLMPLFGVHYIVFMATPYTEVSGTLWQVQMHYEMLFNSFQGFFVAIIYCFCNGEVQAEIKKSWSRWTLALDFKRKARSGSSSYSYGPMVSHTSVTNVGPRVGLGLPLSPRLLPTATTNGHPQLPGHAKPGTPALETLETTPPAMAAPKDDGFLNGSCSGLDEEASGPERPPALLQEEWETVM
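HEK-293-derived GP2 cells expressing PTHR1 and a GloSensor cAMP reporter, 3,000/well, plated overnight, given luciferin plus IBMX (each 0.5 mM as added) for 1 h at 37 °C, then compound for 1 h at 37 °C. Luminescence was read after 15 min at room temperature.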
GLP-1R agonist: activates the human GLP-1 receptor; P43220; HEK293 GLP-1R CRE-luciferase, luminescence, 4-6 h; cells express a hypersensitive GLP-1R form; Potency, µM (doses to about 45.6 µM), without a hit: at the highest dose activation, hits mostly activators; hit rate 0.007% among 380,000; also: potency is read from the fitted curve at half-maximal effect; % of control where 0% means no effect
Starred values were filed as active, the others as inactive; i = inactive; ? = inconclusive; nt = not tested or not shown; [ ] = remark or other dose. Unless noted, calls follow the shape of the dose curve; as a rule, active = well fitted curve in the direction sought with a large enough effect; inconclusive = small, poorly fitted or top-dose-only effect, or another doubt; inactive = no such curve, though single readings can be large; an effect the other way counts as inactive or inconclusive. An excerpt; rates above refer to the full screens.

SMILES	FUS yeast rescue	D3 antag	pAkt inh	aSyn rescue	GLP1R inv ag	Abeta yeast res	TDP-43 yeast inh	PTHR1 agonist	GLP-1R agonist
CC1CCCC(C)N1C(=O)COC(=O)CNC(=O)c1sc2ccccc2c1Cl (stereo unspecified)	21%	1	i	14%	4%	7%	-7%	i	-2%
O=C(CSc1nc2cc(C(=O)NC3CCCC3)ccc2c(=O)n1CC1CCCO1)c1ccc(F)cc1 (stereo unspecified)	-3%	nt	nt	nt	13%	-1%	21%	i	nt
Cc1cc2c(=O)n(C)c(SCC(=O)NCC3CCCO3)nc2s1 (stereo unspecified)	?	7	i	0%	-11%	-1%	0%	i	1%
COc1ccc(CCC(=O)OCC(=O)Nc2ccccc2)cc1	5%	-4	i	2%	41%[activator]	15%	22%	i	13%
c1ccc(CC(Cc2ccccc2)c2ccccn2)cc1	nt	0	i	1%	?	-4%	18%	-8%	-1%
COc1ccc(C(=O)NC(=S)N2CCN(c3ccccc3OC)CC2)cc1OC	-6%	?	i	-12%	34%[activator]	-1%	7%	-1%	4%
COc1ccc(CCNC(=O)Nc2nc(C(N)Cc3ccccc3)cs2)cc1OC (stereo unspecified)	41%	-7	i	0%	?	16%	0%	-10%	-1%
CCN(C(=O)COC(=O)c1n[nH]c2ccccc12)c1ccccc1	15%	0	i	-1%	?	3%	1%	28%	-8%
COc1coc(/C=C/C(=O)O)cc1=O	-3%	34	i	1%	-10%	-9%	1%	-15%	1%
COc1ccc(C(=O)N[C@H](C(=O)NCCc2ccc3c(c2)OCCO3)C(C)C)cc1	-14%	-2	i	0%	-20%	-7%	4%	i	5%
CS(=O)(=O)N(CC(=O)N1CCOCC1)c1ccccc1	-19%	12	i	3%	5%	-17%	1%	i	9%
CCOC(=O)c1[nH]c2ccccc2c1NC(=O)CCN1CC(C)OC(C)C1 (stereo unspecified)	5%	8	i	1%	0%	11%	9%	-8%[57.5 µM]	-2%
C=C(C)C1CC=C(C)/C(=N/NC(=O)COc2ccccc2C)C1 (stereo unspecified)	nt	16	i	2%	-35%	5%	17%	-89%[inhibitor]	0%
C=CCNC(=O)c1ccc(C2SCC(=O)N2Cc2ccccc2)cc1 (stereo unspecified)	-9%	-6	i	-1%	-4%	6%	5%	-11%	-3%
CCN(CC)C(=O)c1nc[nH]c1C(=O)N1CCN(C(=O)OC(C)(C)C)CC1	-12%	0	i	5%	4%	-13%	-1%	-4%	-3%
Cc1noc(C)c1C(=O)OCC(=O)NCc1ccc(Cl)cc1	-7%	9	i	0%	7%	-12%	8%	i	-1%
CCn1cnc2cc(NC(=O)c3ccco3)ccc21	10%	8	i	-5%	?	2%	-6%	-6%[57.5 µM]	-13%
CNc1nc(-c2ccc(OC)cc2)c(-c2ccc(OC)cc2)s1	-9%	-7	i	-32%[inhibitor]	1%	7%	8%	i	15%
COc1ccc(C(=O)N2CCOCC2c2cc(C(=O)NCc3ccccc3)no2)cc1 (stereo unspecified)	8%	0	i	-1%	0%	-15%	1%	-17%	-1%
O=C1CSC(c2ccccn2)N1c1ccc(Br)cc1 (stereo unspecified)	-1%	-6	i	-3%	13%	-11%	5%[9.22 µM]	-32%[inhibitor]	0%
CC(C)c1ccc(NC(=O)COc2ccccn2)cc1	18%	0	i	0%	0%	-1%	-20%[9.22 µM]	-18%	13%
COc1ccc2noc3c2c1C(=O)c1ccccc1-3	11%	17	i	0%	?	-65%[inhibitor]	0%	-19%	12%
Cc1ccc(NC(=O)Cc2n[nH]c(=S)n2C)cc1	-1%	0	i	-1%	5%	5%	nt	i	0%
O=C1c2cccnc2C(=O)N1Cc1ccc(F)cc1S(=O)(=O)NCc1ccco1	-4%	10	nt	-5%	21%	-8%	6%	i	-6%
COc1ccc(C(=O)/C=C/c2ccccc2OC)c(OC(=O)c2ccc([N+](=O)[O-])cc2)c1	-1%	2	i	4%	-11%	13%	7%	-9%[57.5 µM]	-14%

New compounds follow
SMILES	FUS yeast rescue	D3 antag	pAkt inh	aSyn rescue	GLP1R inv ag	Abeta yeast res	TDP-43 yeast inh	PTHR1 agonist	GLP-1R agonist
CCn1cc(CN2CCC(n3nccc3NC(=O)c3ccccc3OC)CC2)cn1	2%	8	i	-9%	0%	-6%	-9%	-37%[inhibitor]	-4%
COc1cccc(-n2c(-c3ccc4[nH]c(C)c(C)c4c3)n[nH]c2=S)c1	18%	-1	i	4%	81%[activator]	-2%	-8%[0.397 µM]	-3%	27%
CCOC(=O)/C=c1/s/c(=C/c2ccc3cc(OC)ccc3c2)c(=O)n1CC(=O)NCC1CCCO1 (stereo unspecified)	-3%	0	i	-1%	21%	12%	-6%	i	9%
Cc1nc2cccnc2n1C1CCN(S(=O)(=O)c2ccc(C(C)C)cc2)CC1	12%	nt	nt	nt	-10%	-14%	0%	-37%[inhibitor]	nt
COC(=O)c1cccc(NC(N)=S)c1	?	-22	i	1%	4%	-20%	-3%[9.22 µM]	?	-1%
CCSc1ccccc1C(=O)Nc1ccc2c(c1)OCO2	0%	-15	i	-8%	7%	9%	-2%	-41%[inhibitor]	-5%
Cc1ccc(NC(=O)C2COc3ccccc3O2)nc1 (stereo unspecified)	-1%	-14	i	-3%	11%	-2%	13%	-27%	23%
CCOC(=O)c1ccc(-n2c(O)c(/C=N/NC(=O)C3COc4ccccc4O3)c3ccccc3c2=O)cc1 (stereo unspecified)	nt	-14	i	6%	-38%	-18%	-11%	-14%	-17%
COc1ccc(N2CCN(C(CNC(=O)C(=O)NCC(OC)OC)c3ccco3)CC2)cc1 (stereo unspecified)	4%	15	i	5%	7%	-6%	10%	i	0%
CCn1c(SCC(=O)N(C)CC(=O)Nc2ccc(F)c(F)c2F)nnc1-c1ccco1	4%	17	i	0%	16%	2%	0%	-2%	12%
O=C(/C(=C\c1ccccc1)c1nc2ccccc2[nH]1)c1ccc(Cl)cc1	35%	-71*	i	4%	?	9%	25%	-28%	9%
Cc1cc(C(=O)CSc2nnc(-c3ccc(F)cc3)o2)c(C)n1CC1CCCO1 (stereo unspecified)	18%	0	i	1%	?	-4%	4%	i	-11%
Cc1ccc(S(=O)(=O)N2CCC3(CC2)OCCO3)s1	-9%	1	i	0%	-7%	7%	1%	i	1%
CC(=O)c1ccc(OCCCC(=O)Nc2cc(Cl)ccc2-n2cncn2)cc1	nt	2	i	0%	14%	-13%	20%	-20%	3%
NNC(=O)c1sc(-c2ccccc2)cc1N	20%	-3	i	-2%	12%	-11%	-4%	-21%	9%
Cc1cc(C)cc(NC(=O)c2cn3c4c(ccc(Cl)c4c2=O)OC(C)C3)c1 (stereo unspecified)	2%	nt	nt	nt	6%	-3%	24%	19%	nt
CCOC(=O)c1cc2c(=O)n3ccccc3nc2n(C(C)C)c1=NC(=O)C(C)(C)Oc1ccc(Cl)cc1	17%	nt	nt	nt	16%	-12%	22%	-73%[inhibitor]	nt
Cc1nc([N+](=O)[O-])c(Sc2nc3ccccc3[nH]2)n1Cc1ccccc1	9%	-5	i	3%	?	-1%	25%	-27%	-11%
O=C(CSc1nnc(C2CC2)n1C1CC1)c1cccs1	16%	6	i	-1%[1.84 µM]	18%	6%	4%	i	8%
COc1ccc(CN(C)S(=O)(=O)c2nnc(NC(=O)c3cccc(F)c3)s2)cc1	2%	24	i	2%	?	0%	6%	-59%[inhibitor]	-2%
Cc1ccc(C(=O)N/C(=C/c2ccc(-c3cccc([N+](=O)[O-])c3)o2)C(=O)NC(C)(C)C)cc1	13%	34	i	-1%	-21%	-2%	-25%	i	4%
CC1(C)Cc2c(sc3c2c2ncnn2c2nnc(SCC(=O)NCc4ccco4)n32)CO1	-23%	?	i	-2%	14%	1%	3%	-1%	-20%
CCN1CCN(CCCNC(=O)c2ccc3nc(Cc4ccc(OC)cc4)oc3c2)CC1	-2%	nt	nt	nt	-25%	-6%	28%	i	nt
O=C(O)CCCN=C1NC2(CCCC2)Cc2ccccc21	nt	-21	i	2%	-12%	-1%	0%	-30%	-6%
CCOC(=O)c1c(C)[nH]c(C)c1S(=O)(=O)N1CCCC(C(=O)NCc2cccc(OC)c2)C1 (stereo unspecified)	22%	nt	nt	nt	5%	-5%	28%	i	nt

The results go on.
SMILES	FUS yeast rescue	D3 antag	pAkt inh	aSyn rescue	GLP1R inv ag	Abeta yeast res	TDP-43 yeast inh	PTHR1 agonist	GLP-1R agonist
COc1ccc(N2CCN(C(=O)CNC(=O)c3ccc(C(C)(C)C)cc3)CC2)cc1	10%	7	i	7%	-26%	14%	26%	-18%	-10%
CC1(C(=O)NC2CCN(Cc3ccccc3)CC2)CCN1CCc1ccccc1 (stereo unspecified)	-25%	-85*	i	5%	?	0%	10%	-24%	-9%
CC(=O)N1CCN(CC(=O)Nc2c(Cl)cc(Cl)cc2Cl)CC1	8%	3	i	1%	0%	2%	-21%	-6%[57.5 µM]	-8%
CSCC[C@H](NC(=O)Nc1ccc(OC(F)(F)F)cc1)C(=O)O	9%	6	i	10%	-19%	5%	-10%	-4%	0%
CCOC(=O)C(=C1Nc2ccccc2N1)n1c(-c2ccco2)nc2ccccc21	12%	-54*	i	-79%[inhibitor]	8%	-9%	27%	-10%	-1%
COC(=O)c1ccccc1NC(=O)CSc1nnc(-c2ccoc2C)n1C	6%	13	i	0%	-3%	-4%	-2%	i	2%
Cc1cccn2cc(CCNC(=O)Cc3cccs3)nc12	-7%	-8	i	-2%	-3%	1%	-7%	i	0%
O=C(c1ccccc1NS(=O)(=O)c1cccc([N+](=O)[O-])c1)N1CCCC1	nt	28	i	1%	-22%	0%	15%	-13%	1%

Screening results from PubChem.
